Screening data (PubChem)
tuberculosis growth: growth inhibition of non-replicating M. tuberculosis (AID 488890); Mycobacterium tuberculosis non-replicating, growth inhibition; higher % means a stronger effect; one-dose inhibition, % at 25 µM; IC50 in µM for titrated hits; actives 0.39% (n = 320,000); in the data active means a potency from the dose series; inconclusive means inhibition mostly from about 82% at the one dose, without a potency; inactive means the rest, 99 in 100 with inhibition below about 76%;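 further: plate controls were DMSO cells for no effect and high antibiotic wells for full effect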
Salmonella PhoP GFP: PhoP regulon inhibitors, Salmonella typhi PhoP promoter GFP reporter, confirmatory (AID 1850); Salmonella Typhi PhoP-promoter GFP reporter, fluorescence, 4 h; higher % means a stronger effect; inhibition, % at 50 µM, or IC50 in µM where a hit was titrated; actives 0.33% (n = 310,000); in the data active means a potency from the dose series; inconclusive means inhibition mostly from about 25% at the one dose, without a potency; inactive means the rest, 99 in 100 with inhibition below about 19%;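 further: 0% = induced wells with vehicle and 100% = uninduced wells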
H37Rv inhibition: M. tuberculosis growth inhibition, HTS (AID 449762) | M. tuberculosis H37Rv growth inhibition, 7H9 media; higher % means a stronger effect | inhibition, % at 25 µM; hits with a dose series show IC50 in µM | actives 0.59% (n = 330,000); in the data active means a potency from the dose series; inconclusive means inhibition above about 70% without an active follow-up result;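 further: bacterial growth assessed after seven days of incubation; strong numbers were not always called active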
inhibitors of VEEV: inhibitors of VEEV TC-83 cytopathic effect, confirmation, Vero cells (AID 588727); Vero cells, VEEV TC-83 cytopathic effect inhibition; higher % means a stronger effect; inhibition, % at 20 µM, or IC50 in µM where a hit was titrated; actives 0.13% (n = 350,000); in the data active means a potency from the dose series; inconclusive means inhibition mostly from about 14% at the one dose, without a potency; inactive means the rest, 99 in 100 with inhibition below about 12%; further: strong numbers were not always called active
H1N1 NS1A inhibition: NS1A inhibition, H1N1 influenza, cell based functional assay (AID 504329); NS1A functional cell-based assay, percent inhibition; higher % means a stronger effect; inhibition, % at 12.5 µM, or IC50 in µM where a hit was titrated; actives 0.3% (n = 340,000); in the data active means a potency from the dose series; inconclusive means inhibition above about 27% without an active follow-up result; further: strong numbers were not always called active
inhibitors of VEEV 10K pilot screen: also measured in inhibitors of VEEV; calls as there; inhibition, %; measured here: 10K pilot screen inhibition
Starred values were filed as active, the others as inactive; i = inactive; u = inconclusive; x = no result given. Not a hit list, and some 1.4% of all compounds hit somewhere here.

SMILES | tuberculosis growth | Salmonella PhoP GFP | H37Rv inhibition | inhibitors of VEEV | H1N1 NS1A inhibition | others
CC(C)(C)C1CCC(OC(=O)C[N+]2(C)CCCCC2)CC1 (configuration not stated) | 25% | -5% | -9% | 0.8% | 1%
O=C(N/N=C/c1ccc(Cl)c([N+](=O)[O-])c1)c1ccc2c(c1)OCCO2 | x | x | x | 3.4% | 15%
CCN1C=C(Cc2ccc(OC)cc2)C2=C(C1)C(c1ccc(OC)cc1)C(C#N)=C(N)O2 (configuration not stated) | 52% | 4% | 10% | 8.4% | 17%
COc1ccc(OC)c(/C=N/c2c(-c3ccc(O)c(OC)c3)nc3ccccn23)c1 | 39% | -20% | 3% | 0.5% | -1% | inhibitors of VEEV 10K pilot screen=0.7
CCCCOc1ccc(NC2=NC3(CCCCC3)N=C(N)N2)cc1 | 48% | 6.5µM* | 32% | i | 11%
COc1ccc(C2NC(=O)c3sc4nc(C)c(C(C)=O)c(-c5ccc(Cl)cc5)c4c3N2)cc1 (configuration not stated) | 0% | 2% | 5% | 0.6% | 11%
CCNc1nc(NCC)n2c(SCC(=O)Nc3ccc(NC(C)=O)cc3)nnc2n1 | -25% | 12% | 2% | 3.3% | 1%
COc1cc2c(cc1OC)C(c1ccc(Br)cc1)CC(=O)N2 (configuration not stated) | 10% | -1% | 5% | 0.6% | -22%
C=CCNS(=O)(=O)c1ccc2c(c1)n(C)c(=O)n2C | -16% | 11% | -5% | 5.7% | -10%
Cc1oc(-c2ccc(Cl)cc2)nc1CN1CCCC(C(=O)NCCCN2CCCC2=O)C1 (configuration not stated) | 3% | 9% | -15% | 0.4% | -8%
Cc1cc2nc3c(=O)[nH]c(=O)[nH]c3nc2c([N+](=O)[O-])c1N | x | x | x | 0.6% | 15%
O=S(=O)(c1ccc(F)cc1)N1CCCC1c1cccnc1 (configuration not stated) | -11% | 7% | 1% | 3.1% | 1%
COC(=O)c1ccccc1NC(=O)CC#N | -4% | 7% | 1% | 0.8% | -6%
COC(=O)C1=C(c2cccc(OCc3ccccc3)c2)C[C@@H]2CC[C@H]1N2C(=O)NCc1cc(C)oc1C(F)(F)F | 23% | x | 6% | 0.3% | -4% | inhibitors of VEEV 10K pilot screen=1.0
CCNC(=O)/C(=C/c1cccc([N+](=O)[O-])c1)NC(=O)c1ccc(C)cc1 | -17% | -9% | 10% | 0.5% | -10%
O=C1CC(=C2c3ccccc3-c3ccccc32)C(=O)N1CCN1CCN(c2ccccc2)CC1 | 6% | -4% | 8% | 0.2% | -1%
CCOC(=O)N1CCN(C(=O)C2CCN(S(=O)(=O)N3CCC4(CC3)OCCO4)CC2)CC1 | 6% | 1% | -4% | 0.8% | 4%
COC/C=C/C1=CC2=CC(=O)C(C)(O)C(=O)C2=CO1 (configuration not stated) | -16% | -18% | -6% | x | x
CCCCC(CC(C)O)c1n[nH]c(=S)n1-c1ccccc1 (configuration not stated) | -4% | -5% | 2% | i | 3%
COc1ccc(COC(=O)c2ccc(Br)c(S(=O)(=O)N3CCOCC3)c2)cc1F | 11% | -6% | 4% | 6.3% | -1%

2 compounds picked at random from the list so far, as already listed:
SMILES | tuberculosis growth | Salmonella PhoP GFP | H37Rv inhibition | inhibitors of VEEV | H1N1 NS1A inhibition | others
CCNC(=O)/C(=C/c1cccc([N+](=O)[O-])c1)NC(=O)c1ccc(C)cc1 | -17% | -9% | 10% | 0.5% | -10%
CCCCC(CC(C)O)c1n[nH]c(=S)n1-c1ccccc1 (configuration not stated) | -4% | -5% | 2% | i | 3%

New compounds follow:
SMILES | tuberculosis growth | Salmonella PhoP GFP | H37Rv inhibition | inhibitors of VEEV | H1N1 NS1A inhibition | others
NC(=O)COC(=O)[C@@H]1CC(O)CN1S(=O)(=O)c1ccc2c(c1)OCCO2 (some centres not stated) | -15% | -1% | 4% | 0.9% | 13%
Cc1ccc2nc(-c3ccc(NC(=O)CSc4nccc(=O)[nH]4)cc3)sc2c1 | 73% | 1% | 8% | 1.3% | -3%
CC1CCCC(NC(=O)CCC(=O)c2ccc(F)cc2)C1C (configuration not stated) | 34% | -7% | 1% | i | -13%
CCCCCCC(=O)c1c(C)[nH]c(C(=O)OCC)c1C | 42% | 7% | 15% | i | 8%
O=C(CCSc1ccc(Cl)cc1)c1cccs1 | u | 0% | u | i | -5%
CN(C)C(=O)c1ccc(-c2nnc(OCc3nc4ccccc4n3C)c3ccccc23)cc1 | x | x | x | 0.0% | 2%
CCOc1ccc(C2C(C(=O)c3ccco3)=C(O)C(=O)N2Cc2cccnc2)cc1 (configuration not stated) | 17% | 8% | -5% | 0.8% | 2%
Cc1cccc2c1c1ccc3c(c1n2C)C(=O)C=CC3=O | x | x | x | 1.1% | 24%
Cn1c(=O)c2c(nc(SCC(=O)Nc3ccccc3)n2C)n(C)c1=O | -40% | -1% | -15% | 0.5% | -4%
O=C1c2ccc(Br)cc2C(=O)N1c1ccc(Cc2ccncc2)cc1 | x | x | x | 1.2% | -4%
FC(F)(F)c1n[nH]c(=S)n1/N=C/c1ccco1 | 3% | -8% | -1% | 0.2% | -8%
COC(=O)CN(c1cc(OC)ccc1OC)S(=O)(=O)c1ccc(OC)c(OC)c1 | 10% | 10% | -2% | i | 6%
CCCCN1C(=O)C(=O)N(CC(=O)c2ccc[nH]2)C1=O | 37% | 0% | -2% | 1.4% | -4%
CCc1cccc(NC(=O)c2sc3nc4n(c(=O)c3c2C)CCC4)c1 | 69% | 2% | 5% | 10% | -7%
O=C(COC(=O)c1cccc(-n2cnnn2)c1)c1ccc(F)cc1 | -13% | -3% | -3% | 2.4% | -3%
Cc1cccc(N=C2NC(=O)/C(=C/C=C/c3ccco3)S2)c1C | 75% | -1% | 11% | 3.1% | 10%
COCCCNC(=O)C1CCN(C(=O)c2cc3sccc3n2Cc2ccc(F)cc2)CC1 | 15% | 1% | 1% | i | -7%
C/C(=N\NC(=O)c1ccc([N+](=O)[O-])c(C)c1)c1ccccc1Cl | i | -10% | 6% | 1.0% | -1%
COC(=O)[C@@]1(C)[C@H]2C(=O)N(C)C(=O)[C@H]2[C@H]2CN=C(SC)N21 | x | x | x | i | -11%
Cc1c(C(=O)N2CCN(c3ccccn3)CC2)oc2c(F)cccc12 | 4% | -8% | 2% | 9.6% | 2%
c1cnc(N2CC[N+]3(CCCC3)CC2)nc1 | -3% | 12% | -14% | 0.2% | 5%
COc1ccccc1/C=C/CN1CCC(Oc2cc(C(=O)NC3CC3)ccc2OC)CC1 | 39% | -4% | 17% | i | 2%
COC(=O)Cc1c(C)c2ccc(OCc3nn[nH]n3)c(C)c2oc1=O | 1% | -2% | -7% | i | 2% | inhibitors of VEEV 10K pilot screen=1.2
CCNC(=S)Nc1ccc(NC(=O)c2ccccc2O)cc1 | u | -4% | -3% | 0.6% | -1%
O=C(NCCOc1ccccc1Cl)c1ncn[nH]1 | 1% | -2% | 2% | i | 3%
COc1ccc(NC(=O)CCOc2ccccc2)c(OC)c1 | 74% | -8% | -9% | 2.5% | -4%
Cc1ccc(C(=O)O)cc1NCc1ccncc1 | 7% | -9% | -7% | 0.9% | -2%
CCc1ccc(S(=O)(=O)c2nnn3c2nc(NCCNC(C)=O)c2ccccc23)cc1 | 5% | -5% | 4% | i | 7%
FC(F)(F)c1cc(-c2ccccc2)nc(N2CCOCC2)n1 | -2% | -4% | -8% | 2.7% | -10%
O=C(O)CCC(=O)N1N=C(c2c(-c3ccccc3)c3cc(Cl)ccc3[nH]c2=O)CC1c1ccco1 (configuration not stated) | 14% | -3% | -1% | 0.5% | -2%
COC(=O)Nc1cc([N+](=O)[O-])ccc1OC | -6% | 12% | -5% | 0.3% | -4%
CCOC(=O)NC(Nc1cc(C)on1)(C(F)(F)F)C(F)(F)F | 5% | 1% | 4% | 1.5% | -10%
O=C(NCCOc1ccc(F)cc1)C1CCC(=O)N(CCc2ccccn2)C1 (configuration not stated) | -6% | -5% | 1% | i | -5%
O=C(CSc1ncn[nH]1)N/N=C/c1ccc(Br)cc1 | 21% | 1% | -1% | 0.6% | -2%
CCn1c(C)c(C(C)=O)c(NCc2ccccc2)nc1=S | 47% | 6% | 11% | i | -4%
COc1ccccc1NC(=S)N1CCN(C/C=C/c2ccccc2)CC1 | -1% | -3% | 4% | 0.5% | -2%
CCOc1ccc(-n2c(SCC(=O)N3CCc4ccccc43)nnc2-c2c[nH]c3ccccc23)cc1 | -18% | -7% | 6% | i | 7%
CCCN1Cc2cccc(C(=O)Nc3ccc(-c4nc5ccccc5[nH]4)cc3)c2C1=O | 0% | -21% | 20% | 1.6% | 15%
O=C(c1ccoc1)N1CCC2(CC1)Oc1ccc(F)cc1C(=O)C21CC(c2ccccc2)=NO1 (configuration not stated) | 47% | -15% | u | 2.0% | 0%
COc1ccccc1NC(=S)NC(=O)C1CC1 | 51% | -6% | 4% | 0.2% | -2%
CCn1c(CSCc2ccc(Cl)cc2)nnc1SCC(=O)Nc1cccc(C(=O)O)c1 | 2% | 2% | 5% | i | 3%
CCc1ccc(NC(=O)CSCc2nc(N)nc(Nc3ccccc3CC)n2)cc1 | 12% | -9% | 20% | 0.9% | 20% | inhibitors of VEEV 10K pilot screen=2.0
CCOC(=O)C1CCCCN1Cc1ccc(OC)c(OC)c1 (configuration not stated) | 7% | 2% | -4% | 3.8% | -19%
O=C(Nc1ccc(Br)cc1Cl)N1CCOCC1 | 8% | -1% | 10% | 0.5% | -16%
CC1=C(C)CC(C(=O)N2CCN(C/C=C/c3ccccc3)CC2)C(C(=O)O)C1 (configuration not stated) | -8% | -5% | -3% | 1.1% | 2%
O=S(=O)(Cc1ccccc1)N1CCCC(c2nc(-c3ccc(F)cc3)no2)C1 (configuration not stated) | 0% | -2% | 9% | i | 6%
CC12CCC3c4ccc(O)cc4CCC3C1CCC2=O (configuration not stated) | 7% | -9% | -3% | i | 0%
O=C(N/N=C/c1ccc2c(c1)OCO2)C(=O)Nc1ccc2ccccc2c1 | 6% | -23% | 8% | x | x
CCc1ccc(NSc2ccccc2[N+](=O)[O-])cc1 | 21% | 6% | u | 1.2% | 28%
COc1cc(C(=O)NC2CCN(C)CC2)ccc1Nc1ncc2c(n1)N(CCc1ccccc1)CCC(=O)N2C | x | x | x | 5.9% | 4%
COc1ccccc1/C=N/NC(=O)CC(=O)NC1CCCCC1 | 2% | 5% | -1% | i | -10%
COc1ccc(-n2cc(-c3ccccc3)c3c(NN4CCOCC4)ncnc32)cc1 | 21% | -18% | 42% | 9.7% | 0%
O=C(CSc1nnnn1-c1ccccc1)Nc1nc(-c2ccccc2)ns1 | -2% | -6% | 0% | 0.8% | -2%

Molecules from the list above containing an NH in an aromatic ring, in the order listed:
SMILES | tuberculosis growth | Salmonella PhoP GFP | H37Rv inhibition | inhibitors of VEEV | H1N1 NS1A inhibition | others
Cc1cc2nc3c(=O)[nH]c(=O)[nH]c3nc2c([N+](=O)[O-])c1N | x | x | x | 0.6% | 15%
CCCCC(CC(C)O)c1n[nH]c(=S)n1-c1ccccc1 (configuration not stated) | -4% | -5% | 2% | i | 3%
Cc1ccc2nc(-c3ccc(NC(=O)CSc4nccc(=O)[nH]4)cc3)sc2c1 | 73% | 1% | 8% | 1.3% | -3%
CCCCCCC(=O)c1c(C)[nH]c(C(=O)OCC)c1C | 42% | 7% | 15% | i | 8%
FC(F)(F)c1n[nH]c(=S)n1/N=C/c1ccco1 | 3% | -8% | -1% | 0.2% | -8%
CCCCN1C(=O)C(=O)N(CC(=O)c2ccc[nH]2)C1=O | 37% | 0% | -2% | 1.4% | -4%
COC(=O)Cc1c(C)c2ccc(OCc3nn[nH]n3)c(C)c2oc1=O | 1% | -2% | -7% | i | 2% | inhibitors of VEEV 10K pilot screen=1.2
O=C(NCCOc1ccccc1Cl)c1ncn[nH]1 | 1% | -2% | 2% | i | 3%
O=C(O)CCC(=O)N1N=C(c2c(-c3ccccc3)c3cc(Cl)ccc3[nH]c2=O)CC1c1ccco1 (configuration not stated) | 14% | -3% | -1% | 0.5% | -2%
O=C(CSc1ncn[nH]1)N/N=C/c1ccc(Br)cc1 | 21% | 1% | -1% | 0.6% | -2%
CCOc1ccc(-n2c(SCC(=O)N3CCc4ccccc43)nnc2-c2c[nH]c3ccccc23)cc1 | -18% | -7% | 6% | i | 7%
CCCN1Cc2cccc(C(=O)Nc3ccc(-c4nc5ccccc5[nH]4)cc3)c2C1=O | 0% | -21% | 20% | 1.6% | 15%
